Compound activity (PubChem)
PKM2 act: increases activity of human pyruvate kinase M2 | hit rate 0.34% among 260,000 | purified PKM2, Kinase-Glo ATP luminescence, activation; response scale: 0% is enzyme alone, no compound | Potency, µM (series often up to 57.5 µM), inactives show at the highest dose activation, usual class: activators; note: potency is the fitted concentration of half-maximal effect; nearly all actives have a fitted effect of over 55% in size
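ATP formation by purified human PK-M2, quantified via coupled luciferase luminescence after 1 h at room temperature with 0.1 mM ADP and 0.5 mM PEP final.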
hERG WT inh: inhibitors of human wildtype KCNH2 potassium channel. Q12809. U2OS, BacMam KCNH2, thallium flux FluxOr; hits give low values. activity change, % at 1.84 µM. hit rate 0.37% among 340,000. AID 720551;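 active = maximum activity change below -70%; inconclusive = maximum activity change between -70% and -50%; inactive = maximum activity change above -50%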
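U2OS cells transduced with wild-type KCNH2 virus are loaded with FluxOr dye for 45 min, and thallium flux is measured in kinetic reads before and after stimulation buffer. Rate constants are normalized to DMSO controls.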
GALK inhibitor: inhibitors of human galactokinase; P51570; Purified GALK, Kinase-Glo residual ATP luminescence; Potency, µM (top dose mostly 57.5 µM), inactives show at the top dose activity change, negative = inhibition, hits mostly inhibitors; hit rate 0.007% among 270,000; AID 1868; note: potency is the fitted concentration of half-maximal effect
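Human GALK (5 nM) with 35 uM ATP and 100 uM galactose in 20 mM HEPES pH 8.0, 5 mM MgCl2, 60 mM NaCl, 1 mM DTT, 0.01% BSA. After 1 h at room temperature, leftover ATP was read by Kinase-Glo Plus luminescence.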
B2AR arrestin: beta2AR (human) beta-arrestin recruitment activity; beta-arrestin recruitment to beta2AR, cell-based reporter; Potency, µM (titrated, usually from 46.1 µM), for the others: top-dose activation, actives largely listed as activators; hit rate 0.02% among 330,000; AID 492947;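 note: potency is the fitted concentration of half-maximal effect; 0% = DMSO controls and full agonism = EC100 isoproterenol or metaproterenol; nearly all actives have a fitted effect of over 65% in size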
Target sequence (P07550 whole entry, looked up): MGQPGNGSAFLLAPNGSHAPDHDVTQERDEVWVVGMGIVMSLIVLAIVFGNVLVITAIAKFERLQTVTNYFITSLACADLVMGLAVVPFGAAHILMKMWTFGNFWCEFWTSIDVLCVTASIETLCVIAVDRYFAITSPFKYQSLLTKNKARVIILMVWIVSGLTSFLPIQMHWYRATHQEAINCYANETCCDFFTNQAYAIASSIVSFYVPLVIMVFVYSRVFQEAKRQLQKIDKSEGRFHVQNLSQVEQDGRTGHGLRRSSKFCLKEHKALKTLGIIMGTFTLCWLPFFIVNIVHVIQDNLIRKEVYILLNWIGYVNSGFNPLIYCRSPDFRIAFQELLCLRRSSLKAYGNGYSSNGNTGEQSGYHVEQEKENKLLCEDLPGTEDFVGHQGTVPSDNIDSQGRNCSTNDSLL
USP2a block: inhibitors of human ubiquitin-specific protease USP2a; O75604; USP2 core, Ub-CHOP2 coupled fluorogenic reporter, 485/531; Potency, µM (highest dose often 38.3 µM), for the others: at the top dose activity change, negative = inhibition, usual class: inhibitors; hit rate 0.01% among 330,000; AID 463254;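 note: potency is the fitted concentration of half-maximal effect; plate controls were DMSO wells for no effect and full inhibition by NEM control for full effect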
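USP2 core (10nM final) preincubated 30min RT with compound in 20mM Tris-HCl pH 8.0, 2mM CaCl2, 2mM beta-mercaptoethanol, 0.05% CHAPS; 25nM Ub-CHOP2 plus 25nM reporter substrate added, fluorescence (Ex485/Em531) read after 60min.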
Eya2 inh: inhibitors of human Eya2 phosphatase activity. Potency, µM (highest dose often 76.9 µM), for the others: at the top dose activity, negative = inhibition, actives largely listed as inhibitors. hit rate 0.006% among 330,000. AID 488837. O00167. recombinant Eya2, OMFP fluorescence dephosphorylation (OMFP is methylfluorescein phosphate); note: potency is the fitted concentration of half-maximal effect
Target sequence (O00167 whole entry, looked up): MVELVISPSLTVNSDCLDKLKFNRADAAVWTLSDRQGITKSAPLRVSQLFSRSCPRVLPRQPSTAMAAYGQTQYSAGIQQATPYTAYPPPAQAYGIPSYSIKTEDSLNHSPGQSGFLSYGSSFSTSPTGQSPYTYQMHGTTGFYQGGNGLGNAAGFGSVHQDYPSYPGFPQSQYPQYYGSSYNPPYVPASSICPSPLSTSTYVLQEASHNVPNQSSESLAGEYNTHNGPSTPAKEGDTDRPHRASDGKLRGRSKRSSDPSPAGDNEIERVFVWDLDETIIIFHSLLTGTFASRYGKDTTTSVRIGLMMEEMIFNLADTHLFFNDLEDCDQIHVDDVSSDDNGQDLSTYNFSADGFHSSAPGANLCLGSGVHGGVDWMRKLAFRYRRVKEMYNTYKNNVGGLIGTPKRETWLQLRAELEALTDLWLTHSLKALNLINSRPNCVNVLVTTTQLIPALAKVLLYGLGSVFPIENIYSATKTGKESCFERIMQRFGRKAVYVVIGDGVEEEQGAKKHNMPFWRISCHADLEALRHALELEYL
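Eya2 protein (added as 0.2 uM solution) was preincubated with compound for 10 min at ambient temperature in 50 mM HEPES pH 7.5, 50 mM NaCl, 5 uM MgCl2, 0.05% BSA, 1 mM DTT. OMFP (added at 50 uM) then reacted 10 min; fluorescence read at 485/525 nm.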
Giardia kill: kills Giardia lamblia; Giardia lamblia trophozoite viability; activity change, % at 7.66 µM, hits read low; hit rate 0.15% among 340,000; AID 540267; in the data active = activity change below about -80%; inconclusive = between about -30% and that limit;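 note: parasites exposed to compound for two days anaerobically before the ATP read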
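Media and compound were dispensed first, then trophozoites at 100 cells/well; plates sat 48 hrs at 37 deg C without oxygen before ATP luminescence reagent was added and read after 15-30 min at room temperature.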
Coupling enz: counter-screen for Giardia aldolase inhibitors: coupling enzyme system. coupling enzyme system counterscreen, AmpLite Red fluorescence. activity change, negative = inhibition, % at 58.2 µM, hits read low. hit rate 0.67% among 290,000; in the data active = activity change below about -30%
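Activity here indicates interference with the coupling reaction, not aldolase inhibition. Compounds at 57.5 uM final met coupling enzymes for 10 min at RT; substrate and AmpLite Red detection followed, with a 525/598 nm fluorescence read after 20 min.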
KCNH2 3.1 inh: KCNH2 3.1 (human) potassium channel inhibition; U2OS KCNH2 3.1, thallium flux FluxOr; hits give low values; activity change, % (tested at about 1.8 µM); hit rate 0.95% among 340,000; AID 720553;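 active = maximum activity change below -70%; inconclusive = maximum activity change from -70% to -50%; inactive = maximum activity change above -50%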;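 note: thallium influx rate constant from kinetic fluorescence after stimulation buffer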
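U2OS cells transduced with KCNH2 3.1 mutant virus (1.77 x 10^8 /mL, 4 h), plated overnight at 37 C, loaded 45 min with FluxOr dye plus Red40 quencher. Thallium flux rate constant from kinetic reads after stimulation buffer, normalised to controls.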
uPA generation: cell surface uPA generation inhibition. Potency, µM (titrated, usually from 38.3 µM), for inactives: top-dose activity change, negative = inhibition, hits mostly inhibitors. cell surface uPA generation assay, qHTS. hit rate 0.31% among 330,000. AID 540303; active = well fitted inhibition curve with a large enough effect; inconclusive = small, poorly fitted or top-dose-only effect; inactive = no such curve, though single readings can be large or run the other way; tested in mouse RAW 264.7 cells; note: potency is the fitted concentration of half-maximal effect; nearly all actives have a fitted effect of over 55% in size
BCR signal inh: blocks chronic active B-cell receptor signaling. ABC-DLBCL IkBa-CBG/CBR reporter, luminescence ratio, 4 h. Potency, µM (titrated, usually from 46.1 µM), for inactives: at the top dose ratio change, negative = lower green/red ratio, hits mostly inhibitors. hit rate 0.05% among 340,000. AID 493014; active = well fitted inhibition curve with a large enough effect in the signal ratio, with a control signal flat, not every such curve was filed as active; inconclusive = small, poorly fitted or top-dose-only effect, or effect the other way, or a change in a side signal; the % refers to the signal ratio;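 note: potency is the fitted concentration of half-maximal effect; plate controls were basal doxycycline-induced cells for no effect and cells given 10 µM MG132 for full effect; MG132 reads +100%, hits lower the ratio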
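Doxycycline induced both beetle luciferases in TMD8 lymphoma cells; IKK-driven degradation limits the IkappaBalpha-fused green signal, while red luminescence normalises for cell number and nonspecific effects. Compounds tested up to 46 uM, 4 hrs.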
The depositor's hits bear a star; i = inactive; ? = inconclusive; . = not tested or not shown; & = joins results of further samples; [ ] = remark or other dose. Unless noted, calls come from the whole dose curve; as a rule, active = well fitted curve in the direction sought with a large enough effect; inconclusive = small, poorly fitted or top-dose-only effect, or another doubt; inactive = no such curve, though single readings can be large; an effect the other way counts as inactive or inconclusive. Unless noted, % is set by controls: 0 for no effect and ±100 for the full control effect.

SMILES	PKM2 act	hERG WT inh	GALK inhibitor	B2AR arrestin	USP2a block	Eya2 inh	Giardia kill	Coupling enz	KCNH2 3.1 inh	uPA generation	BCR signal inh
COc1ccc(CC(=O)NC(C)c2nnc(SCC(=O)Nc3nc(C)cs3)n2C)cc1 (stereo not given)	2%	1	0%	-0.4%	2%	-28%	-7	2	3	.	-3%
CSc1nc(NCCOCCO)c2sc3nc(-c4ccco4)c4c(c3c2n1)CCC4	22µM*	-8	-1%	-0.6%	-2%	1%	-12	2	-2	4%	1%
CCOC(=O)c1sc2nc(C)nc(SCC(=O)NC(C)CCc3ccccc3)c2c1C (stereo not given)	0%	1	2%	-2.0%	2%	-6%	-4	0	-1	15%	0%
O=C(NCCc1ccccn1)c1cc(-c2ccccc2Cl)nc2ccccc12	1%	17	0%	5.4%	2%	12%	1	3	13	-2%	7%
Cc1cc(NC(=O)c2ccccc2)ccc1NC(=O)Cc1ccccc1	-1%	4	2%	-0.6%	1%	7%	-21	1	9	2%	-11%
O=C(CN1C(=O)NC2(CCCCC2)C1=O)N1CCN(S(=O)(=O)/C=C/c2ccccc2)CC1	.	1	.	-1.4%	4%	0%	?	.	10	13%	0%
Cc1c(C(=O)N2CCN(C/C=C/c3ccccc3)CC2)oc2c(F)cccc12	.	15	.	0.0%	-9%	-1%	-14	.	0	-1%	-19%
O=C(Cc1nnc(NC(=O)Nc2ccccc2F)s1)NCc1ccccc1	3%	-5	.	-0.6%	-11%	18%	-21	0	2	0%	-5%
Cc1cc(NC(=O)CN2CCCC(C)C2)n(-c2nc3ccccc3s2)n1 (stereo not given)	3%	9	-2%	.	.	.	4	1	1	-1%	.
CCCCS(=O)(=O)N1CCCC(C(=O)NCC2CCCO2)C1 (stereo not given)	-1%	-8	-2%	-0.7%	-2%	10%	17	1	-6	-1%	5%
O=C(c1ccc([N+](=O)[O-])cc1)N1CCN(Cc2ccccc2[N+](=O)[O-])CC1	-2%	i	2%	0.4%	-3%	7%	-8	-1	-4	1%	?
COCCNC(=S)N/N=C/c1ccc(N2CCOCC2)cc1	-2%	20	0%	12%	-2%	3%	-2	-6	.	-1%	?
Nn1c(SCC(=O)NCCC2=CCCCC2)nnc1C(F)(F)F	-2%	14	-4%	-0.2%	-1%	-3%	7	-1	-12	.	?
O=C(CCn1c(=O)[nH]c2ccccc2c1=O)N1CC=C(c2ccccc2)CC1	3%	3	-4%	-0.3%	4%	9%	-11	0	-14	6%	3%
CCOC(=O)c1oc2ccccc2c1NC(=O)c1ccc(S(=O)(=O)N2CCCC2)cc1	-5%	19	-2%	0.2%	0%	6%	10	3	7	.	-3%
O=C(c1ccc(COc2c(F)c(F)cc(F)c2F)o1)N1CCN(c2ccc(Cl)cc2)CC1	-1%	-13	1%	-0.2%	2%	3%	-9	-4	-36	-1%	2%
CC1CCN(S(=O)(=O)c2ccc3c(c2)C(=NO)c2cc(S(=O)(=O)N4CCC(C)CC4)ccc2-3)CC1	2%	-8	.	-1.4%	0%	-8%	5	5	-36	-15%	18%
CCCCn1c(NCc2cccs2)nc2ccccc21	1%	-20	2%	-0.1%	3%	3%	8	1	2	-3%	?
Cc1cc(=O)n2nc(N3CCCC(C(=O)NCc4cccc(Cl)c4)C3)sc2n1 (stereo not given)	.	35	-4%	0.4%	-1%	-6%	23	.	5	11%	-1%
CC1CCN(CCCCOc2ccccc2Br)CC1	11%	89	4%	12%	1%	-6%	-28	1	-10	1%	-3%
CC(=O)c1ccc(OCCCC(=O)OCC(=O)Nc2ccc3[nH]c(=O)[nH]c3c2)cc1	.	-3	.	0.2%	0%	-14%	-3	.	-40	-1%	4%
O=C(CCCCn1c(=O)[nH]c2ccsc2c1=O)NCc1cccnc1	3%	-7	-1%	-0.1%	3%	6%	8	1	-5	6%	-7%
CCC1=C(OC(=O)N(CC)CC)N2C(=O)OC(=NCC(=O)OC)[C@]2(Cc2ccccc2)[C@H]2C1=CC[C@H]1C(=O)N(c3ccccc3)C(=O)[C@H]12	1%&-5%	-2	3%	-0.5%	-1%	-3%	-3	0&1	-4	-14%	?
O=C(CCNS(=O)(=O)c1cccc2nonc12)NC1CCCc2ccccc21 (stereo not given)	0%	-5	-2%	0.1%	-1%	7%	-1	-3	-6	2%	?
CCOC(=O)c1cccc(C2=CC(=O)C[C@H](c3ccc(OC)cc3)C2)c1	.	0	.	-0.2%	0%	-35%	-1	.	15	4%	-8%

The list continues.
SMILES	PKM2 act	hERG WT inh	GALK inhibitor	B2AR arrestin	USP2a block	Eya2 inh	Giardia kill	Coupling enz	KCNH2 3.1 inh	uPA generation	BCR signal inh
O=C(Cn1c(=O)sc2ccccc21)NCc1ccccn1	1%	-8	-2%	-0.3%	1%	-17%	30[activator]	-1	6	-4%	-14%
c1ccc(C(c2ccccc2)c2noc(CN3CCN(C4CCCC4)CC3)n2)cc1	2%	18	1%	-0.2%	10%	13%	40[activator]	0	-30	-24%	?
COc1ccccc1CNC(=O)C(=O)NCCC1CCCCN1S(=O)(=O)c1ccc(C)cc1 (stereo not given)	.	8	.	-0.3%	0%	-5%	2	.	-3	-4%	?
O=C(c1cccc2ccccc12)N1CCCCC1	-5%	7	0%	0.1%	2%	3%	1	0	-7	3%	2%
CCc1noc(C)c1C(=O)Nc1cccc2ncccc12	22%	16	-3%	-0.7%	1%	-5%	-14	.	-2	-2%	?
CCn1c(=S)sc2c(=O)n(-c3ccccc3)c(SCC(=O)NCc3ccco3)nc21	-33%	-10	-1%	0.5%	-1%	10%	-11	1	-3	.	1%
O=C1c2ccccc2C(=O)C1c1ccccn1	-27%	3	.	0.1%	2%	6%	-3	0	13	-14%	6%
CN1CC(C(=O)O)Cc2c1ccc1ccccc21 (stereo not given)	8%	12	-4%	0.2%	5%	7%	16	-46*	1	-3%	-17%
CCOC(=O)c1[nH]c2cc3c(cc2c1NC(=O)CN1CCN(CCO)CC1)OCO3	-4%	-1	0%	0.2%	-1%	14%	5	0	-3	-3%	-10%
CCOC(=O)c1cnn(-c2nc(-c3ccccc3)cs2)c1C(F)(F)F	0%	6	1%	-1.0%	4%	-25%	11	-1	-11	10%	?
Cc1ccccc1NC(=O)c1ccc(NC(=O)C2CCCO2)cc1 (stereo not given)	0%	-2	16%	-1.3%	1%	5%	-3	1	5	10%	-2%
CCCCn1c(N)c(N(CCOC)C(=O)C(C)N2C(=O)c3ccccc3C2=O)c(=O)[nH]c1=O (stereo not given)	.	-12	.	0.3%	3%	4%	-2	.	16	6%	0%
CCc1nc2oc3cc(OC)ccc3c(=O)c2c(=O)n1-c1ccccc1	1%	6	-3%	0.4%	0%	-12%	29	0	1	-1%	.
Cc1ccc(NC(=O)N2CCCC2C(=O)NCc2cccs2)cc1 (stereo not given)	-27%	0	-4%	1.7%	0%	-4%	6	-2	-2	4%	-18%
CC(C)N(Cc1nc(-c2ccc(Cl)cc2)no1)C(=O)CCC1CCCC1	-8%	-6	2%	0.2%	-10%	1%	-9	1	-10	10%	4%
COC(=O)c1ccc(-c2nc(-c3cccs3)no2)cc1	-25%	-17	3%	0.6%	3%	-2%	9	3	2	-8%	9%
CC1=Nn2c(nc3sc4c(c3c2=O)CCCC4)SC1	-12%	4	-4%	0.1%	-1%	-3%	-3	0	-4	-11%	2%
CCCCCCCC(=O)N/N=C(\C)c1ccc(O)cc1O	-1%	5	.	-0.5%	0%	1%	-3	5	6	-5%	1%
CCOc1ccc(-c2nnc3ccc(SC)nn23)cc1	1%	0	-6%	-0.2%	2%	11%	-3	2	27	.	0%
O=C(NCc1ccco1)c1sc(=S)n2c1[nH]c(=O)c1ccccc12	-78%	5	-18%	-0.6%	2%	5%	-5	1	14	.	9%
CCC1CCCCN1C(=O)COC(=O)c1cccs1 (stereo not given)	.	-11	.	4.0%	2%	5%	-24	.	-10	2%	?
Cn1cccc1/C=N\NC(=O)Cc1ccc(Br)c2ccccc12	2%	.	-1%	-1.9%	-13%	0%	5	-1	7	?	-7%
Cc1cccc(C(=O)c2cn[nH]c2-c2ccccc2O)c1	.	-9	-1%	0.5%	0%	12%	9	1	5	11%	-7%
COc1cc(-c2nc(N)n[nH]2)cc(OC)c1OC	3%	-11	0%	-1.0%	3%	-17%	3	0	12	-3%	?
COc1ccc(CCNc2ccc(C(CC(N)=O)NC(=O)c3ccc(Br)cc3)cc2[N+](=O)[O-])cc1 (stereo not given)	0%	5	-1%	0.4%	-7%	-4%	14	10	-22	-2%	-3%
CCOc1ccc(-c2cccc(NC(=O)c3ccc(Br)o3)c2)nn1	.	2	.	0.0%	4%	-39%	1	.	6	3%	-11%
